Screening results from PubChem.
FadD28 FP inh – blocks FadD28 binding to the bisubstrate probe | fluorescence polarization | inhibition, % at 12.5 µM | actives 0.22% (n = 360,000); in the data active = inhibition above about 8.5%, passing the limit was not always enough; inconclusive = no clear call, values can overlap the other calls
Mtb FBA inh – Mtb fructose-bisphosphate aldolase inhibition. actives 2.3% (n = 360,000). purified M. tuberculosis FBA, fluorescence read-out. inhibition, % at 1 µM; in the data active = inhibition above about 27%;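 note: 0% = vehicle and 100% = reference inhibitor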
Anthrax LF prot – anthrax lethal factor protease inhibition; P15917; multiplex microsphere protease cleavage assay, LF; inhibition, % at 10 µM; actives 0.12% (n = 360,000); AID 588501; note: plate controls were buffer without enzyme for full effect and enzyme alone for no effect
Target sequence (P15917 whole entry, looked up): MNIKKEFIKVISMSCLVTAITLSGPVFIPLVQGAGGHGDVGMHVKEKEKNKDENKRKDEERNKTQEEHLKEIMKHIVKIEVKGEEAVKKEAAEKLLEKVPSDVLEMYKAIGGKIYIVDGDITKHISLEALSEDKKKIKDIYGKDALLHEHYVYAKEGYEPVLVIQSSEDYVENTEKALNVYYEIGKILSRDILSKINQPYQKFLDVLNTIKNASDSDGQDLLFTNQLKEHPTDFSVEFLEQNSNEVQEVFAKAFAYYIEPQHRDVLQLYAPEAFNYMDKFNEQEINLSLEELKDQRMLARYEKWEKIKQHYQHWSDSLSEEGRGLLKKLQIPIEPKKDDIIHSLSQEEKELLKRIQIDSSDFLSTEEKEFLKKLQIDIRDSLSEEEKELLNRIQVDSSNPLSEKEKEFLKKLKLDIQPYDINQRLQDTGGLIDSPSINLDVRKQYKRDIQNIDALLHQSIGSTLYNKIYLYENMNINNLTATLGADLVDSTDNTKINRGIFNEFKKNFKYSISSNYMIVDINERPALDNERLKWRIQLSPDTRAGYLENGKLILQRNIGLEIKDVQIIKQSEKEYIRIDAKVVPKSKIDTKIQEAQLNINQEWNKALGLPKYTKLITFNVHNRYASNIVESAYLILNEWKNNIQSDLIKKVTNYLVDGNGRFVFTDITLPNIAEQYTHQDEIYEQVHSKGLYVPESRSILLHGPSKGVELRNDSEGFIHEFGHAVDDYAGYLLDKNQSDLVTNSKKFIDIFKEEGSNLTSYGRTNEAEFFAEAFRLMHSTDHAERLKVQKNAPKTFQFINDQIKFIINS
Mtb UGM inh – Mtb UDP-galactopyranose mutase inhibition | purified UGM, fluorescence polarization probe displacement | actives 0.06% (n = 320,000) | P9WIQ1 | inhibition, % at 10 µM; in the data active = inhibition above about 10%, passing the limit was not always enough; inconclusive = no clear call, values can overlap the other calls
PfHsp40 yeast – restores yeast growth despite PfHsp40 toxicity | growth rescue, % at 12.5 µM | actives 0.68% (n = 340,000) | S. cerevisiae expressing PfHsp40, growth rescue, ATP luminescence | AID 504582; in the data active = growth rescue above about 28%, passing the limit was not always enough; inconclusive = no clear call, values can overlap the other calls;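 note: yeast W303a lacking pdr1 and pdr3 grown in galactose medium; growth measured after three days at 30 °C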
BioA inh – BioA (M. tuberculosis) enzyme inhibition; inhibition, % at 9.99 µM; AID 602481; actives 0.096% (n = 360,000); purified M. tuberculosis BioA enzyme, plate reader; in the data active = inhibition above about 40%; inconclusive = no clear call, values can overlap the other calls
BoNT A protease – blocks Botulinum neurotoxin A light chain protease; multiplex microsphere protease substrate cleavage, flow cytometry; inhibition, % at 10 µM; actives 0.17% (n = 360,000); note: plate controls were buffer without enzyme for full effect and enzyme alone for no effect
GDH-TPI counter – counter-screen for M. tuberculosis FBA inhibitors: GDH-TPI coupled enzymes | inhibition, % at 4.8 µM | GDH-TPI coupled enzyme counterscreen, NADH absorbance | actives 1.2% (n = 360,000); in the data active = inhibition above about 30%;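 note: 0% = DMSO wells and 100% = wells lacking the enzyme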
BoNT F protease – BoNT F light chain protease inhibition. actives 0.22% (n = 360,000). Multiplex microsphere protease cleavage assay, flow cytometry. inhibition, % at 10 µM. AID 588497; in the data active = inhibition above about 35%, passing the limit was not always enough; inconclusive = no clear call, values can overlap the other calls; note: plate controls were buffer without enzyme for full effect and enzyme alone for no effect
Active calls of the source: *; u = inconclusive; x = no result given. Cut-off read from the data, not from the text of the source, unless noted: active = inhibition above about 30%; inconclusive = no clear call, values can overlap the other calls; inactive = below that.

Start of the data: the first two entries (preview)
Second line of a record: FadD28 FP inh	Mtb FBA inh	Anthrax LF prot	Mtb UGM inh	PfHsp40 yeast	BioA inh	BoNT A protease	GDH-TPI counter	BoNT F protease
1: CCn1cc(C(=O)NNC(=O)c2ccc(Cl)cc2)c(=O)c2ccc(C)nc21
    -3.6	2	3	-2.4	1.7	x	1.4	5	4
2: COc1ccc(/C=N/NC(=O)CSc2nnc(C)n2-c2ccccc2)c(OC)c1OC
    0.1	2	-1	0.6	1.3	-2.3	0.3	20	2

This part in full, repeating the preview:
Second line of a record: FadD28 FP inh	Mtb FBA inh	Anthrax LF prot	Mtb UGM inh	PfHsp40 yeast	BioA inh	BoNT A protease	GDH-TPI counter	BoNT F protease
1: CCn1cc(C(=O)NNC(=O)c2ccc(Cl)cc2)c(=O)c2ccc(C)nc21
    -3.6	2	3	-2.4	1.7	x	1.4	5	4
2: COc1ccc(/C=N/NC(=O)CSc2nnc(C)n2-c2ccccc2)c(OC)c1OC
    0.1	2	-1	0.6	1.3	-2.3	0.3	20	2
3: Cc1cccc(N(CC(=O)NC2CCCCC2)C(=O)CCCC(=O)Nc2ccccn2)c1
    -4.5	2	2	0.7	-0.9	-0.7	1.2	-11	5
4: CCc1cccc(CC)c1NC(=O)C(NS(=O)(=O)c1cccs1)c1ccccc1 (configuration not stated)
    -4.2	2	-3	-0.9	0.8	-1.8	0.0	-3	-3
5: CCC(c1nc2ccccc2c(=O)n1CCN1CCOCC1)N1C(=O)c2ccccc2C1=O (configuration not stated)
    -3.8	-1	-4	4.2	0.5	-0.9	-0.7	-9	-3
6: COc1ccc(NCC(=O)NN=C2CCS(=O)(=O)c3ccc(F)cc32)cc1
    -1.8	-2	6	0.1	x	-1.2	-0.3	4	0
7: CN(C)CCN(C(=O)c1ccco1)c1nc2cc3c(cc2s1)OCCO3
    -0.4	4	-4	-2.1	0.4	-1.4	-2.7	9	-3
8: COc1cccc(NC(=O)CN(C)C(=O)/C=C/c2cn(Cc3ccccc3)nc2-c2cccnc2)c1
    -0.7	1	-4	5.3	-0.3	x	-2.0	-13	u
9: O=S(=O)(O)c1ccc(Cl)c(Cl)c1
    0.7	-2	-9	x	-1.8	-1.1	0.1	9	-6
10: COC(=O)c1ccc(C2C(C(=O)c3ccco3)=C(O)C(=O)N2CC2CCCO2)cc1 (configuration not stated)
    -0.6	-3	-6	-1.6	-0.2	-2.2	-4.8	8	14
11: CCCCn1c2c(c3ccccc31)CCc1nonc1-2
    -3.9	3	-9	1.8	0.0	3.5	-0.3	5	-11
12: COc1ccc(CCNC(=O)c2nc3ncccn3n2)cc1OC
    0.0	8	-7	0.7	0.3	39	-2.9	0	-50
13: O=C(c1ccc(F)cc1)N1CCC(c2ccccc2)C1 (configuration not stated)
    -2.3	2	x	0.3	-0.7	x	x	10	x
14: COc1ccccc1NC(=O)COC(=O)/C=C/c1ccc(OC)c(OC)c1
    -2.8	7	-2	-6.5	1.4	-0.1	1.3	18	-6
15: C=CCN(c1ccccc1)S(=O)(=O)c1ccc2[nH]cc(C(=O)NCCOC)c(=O)c2c1
    -5.1	8	9	0.6	2.0	-2.3	-1.3	3	25
16: COc1ccc(CCn2c(=N)c(C(=O)NC3CCCC3)cc3c(=O)n4ccccc4nc32)cc1
    -5.8	-5	1	-0.6	-1.8	-3.9	0.7	-2	1
17: CC(/C=C/c1ccc(O)cc1)=NNc1ccccc1
    -2.1	0	-2	x	0.9	-0.8	-0.1	24	-4
18: COC(=O)c1sc2ncccc2c1OCc1c(Cl)cccc1Cl
    -4.3	3	2	0.6	0.0	8.4	1.6	-3	1
19: O=C1OC[C@@H]2CCCN2C(=O)[C@H](CC(=O)N(CCO)Cc2ccccc2)C/C=C\CC[C@@H]1Cc1ccc(F)cc1
    -1.7	-1	-3	-1.8	-0.3	2.7	-1.3	2	-15
20: CCc1ccccc1OCCCCN1CCCC1
    -2.1	2	-4	0.6	-0.8	1.1	0.1	-5	3
21: N#Cc1ccccc1Cn1c(-c2cscn2)nc2ccccc21
    -2.9	2	-1	0.1	0.7	-1.6	u	10	-3
22: Cc1cc(Cl)c(S(=O)(=O)NC2CCCC2)cc1OCC(=O)NC1CCCCC1
    -1.5	-1	-8	-0.7	-1.0	-0.1	0.0	-2	-7
23: CSc1ccc(CNC(=O)C2(C)CCCN(C(C)C)C2)cc1 (configuration not stated)
    -2.9	3	4	x	x	0.0	0.3	-5	5
24: COc1ccc(/C(C)=N\NC(=O)CSc2nnc(C)s2)cc1
    -1.1	-4	1	1.0	1.0	7.0	-0.5	14	-7
25: CCCn1c(SCC(N)=O)nnc1C(C)C
    0.1	-3	0	1.1	-0.3	-2.4	0.4	5	-1
26: Cc1cccc(N2CC(C(=O)Nc3ccc(S(=O)(=O)N4CCOCC4)cc3)CC2=O)c1 (configuration not stated)
    -0.3	1	1	1.1	0.7	1.0	-0.6	-3	-5
27: COCCn1nnnc1C(c1cccc(C(F)(F)F)c1)N1CCOCC1 (configuration not stated)
    -4.6	-1	-2	-2.8	-0.7	-0.6	0.0	-13	-2
28: CC(=O)C[C@@H](O)CC(=O)[C@H]1OC(=O)[C@H](C)CCCCc2ccccc21
    -0.1	-2	-3	0.1	1.0	1.7	0.1	2	-1
29: CCN(CCn1cccn1)C(=O)CCc1nnc(CCCc2ccccc2)o1
    0.0	-3	0	-1.8	0.5	x	0.3	-10	-3
30: O=C(NCc1ccco1)C1CCCN1C(=O)Nc1ccccc1[N+](=O)[O-] (configuration not stated)
    0.2	3	-4	-1.1	-0.3	0.5	0.2	-1	-5

Complete entries as entered above.
`COc1ccc(/C(C)=N\NC(=O)CSc2nnc(C)s2)cc1` across the screens: FadD28 FP inh = -1.1; Mtb FBA inh = -4; Anthrax LF prot = 1; Mtb UGM inh = 1.0; PfHsp40 yeast = 1.0; BioA inh = 7.0; BoNT A protease = -0.5; GDH-TPI counter = 14; BoNT F protease = -7
`CCCn1c(SCC(N)=O)nnc1C(C)C` across the screens: FadD28 FP inh = 0.1; Mtb FBA inh = -3; Anthrax LF prot = 0; Mtb UGM inh = 1.1; PfHsp40 yeast = -0.3; BioA inh = -2.4; BoNT A protease = 0.4; GDH-TPI counter = 5; BoNT F protease = -1

Next entries:
Second line of a record: FadD28 FP inh	Mtb FBA inh	Anthrax LF prot	Mtb UGM inh	PfHsp40 yeast	BioA inh	BoNT A protease	GDH-TPI counter	BoNT F protease
31: O=C(COC(=O)c1ccccc1-c1ccccc1[N+](=O)[O-])c1ccccc1
    -4.0	-1	-2	4.4	-0.7	x	-0.2	8	-5
32: CCN(CC)C(=O)CN1C(=O)/C(=C/c2ccccc2)SC1=S
    -3.5	1	10	-2.0	0.2	-0.4	-0.1	18	-9
33: CC1CN(S(=O)(=O)c2cccc(C(F)(F)F)c2)CC(C)O1 (configuration not stated)
    -4.6	-2	x	-1.6	x	-0.7	x	8	x
34: CC1OC2(C)OC(=N)C1(C#N)C(C#N)(C#N)C2c1ccccc1 (configuration not stated)
    -1.8	53*	0	0.3	1.1	-3.9	-0.3	-4	-2
35: CC1(C(=O)OCC(=O)Nc2ccccc2)CC1(Cl)Cl (configuration not stated)
    -3.2	-2	0	x	0.6	-0.3	-0.1	-4	-3
36: CC1CCCN(C(=O)Cc2ccc(F)cc2)C1 (configuration not stated)
    -2.6	1	-3	-0.6	-0.4	-2.0	-1.5	-9	-7
37: CCOC(=O)c1c(C)n(Cc2ccco2)c2ccc(OC)cc12
    -3.7	-1	-5	1.0	-0.7	-1.1	-0.9	-3	3
38: Cc1ccn(CC(=O)N/N=C/c2cc([N+](=O)[O-])ccc2O)n1
    0.2	-11	0	0.2	-2.1	-1.4	-0.6	49*	-14
39: COC(=O)c1nnn(-c2nc(N(C)C)nc(N(C)C)n2)c1C
    0.3	0	-6	1.5	-1.1	7.3	-0.7	0	2
40: COc1ccc(NC(=O)CCC(=O)OCc2ccc([N+](=O)[O-])cc2)cc1
    -0.9	0	0	-2.0	-1.2	x	-0.3	1	-8
41: CCOc1ccccc1NC(=O)C1CCCN(S(=O)(=O)c2cccc3cccnc23)C1 (configuration not stated)
    -0.1	0	1	-1.3	-1.2	-1.8	0.1	-2	-5
42: COc1cccc(-c2cc(C(=O)N3CCN(c4ncccn4)CC3)c3ccccc3n2)c1
    -1.6	-1	2	-1.8	0.5	-0.2	0.1	16	-1
43: CC(=Nc1ccccc1)C1=C(O)C(Cc2ccccc2)NC1=O (configuration not stated)
    -2.2	-1	1	x	0.0	x	0.8	14	6
44: CC1(C)CC(=O)N(c2cccc(Cl)c2)C(=O)C1
    3.0	1	6	-3.0	-0.2	1.1	-1.7	-5	8
45: O=C(Nc1ccc(C(=O)N2CCCC2)cc1)c1ccc2c(c1)OCO2
    -0.4	-1	1	1.6	-2.0	-2.6	0.1	14	-3
46: CCCNC(=O)Nc1cc(OC)c(OC)cc1Cc1nccc2cc(OC)c(OC)cc12
    -2.3	-1	-9	1.2	-2.4	1.5	-2.1	14	-5
47: COc1cc(OC)c2cc(C(=O)N[C@@H](Cc3ccccc3)C(=O)O)n(C)c2c1
    0.6	16	-16	0.4	-0.7	-0.8	-1.8	12	11
48: Cn1c(=O)c2c(ncn2CC(COCc2ccccc2Cl)OCc2ccccc2Cl)n(C)c1=O (configuration not stated)
    -1.1	-2	0	1.0	1.9	1.4	0.2	12	-4
49: CC(=O)c1ccc(C(=O)N2CCCC(N3CCN(c4ccc(F)cc4)CC3)C2)s1 (configuration not stated)
    0.6	1	-1	-0.3	-0.2	33	3.4	0	12
50: O=C(NCCCn1ccnc1)c1ccc(Cl)cc1
    -1.2	0	21	-0.3	0.7	0.0	1.2	10	u
51: O=C(CSc1nc(=O)n(CCCN2CCOCC2)c2c1CCCC2)Nc1ccccc1Cl
    1.2	0	3	-0.2	1.1	2.0	-0.7	9	10
52: CCCCCC(C)NC(=O)c1ccoc1C (configuration not stated)
    -1.8	-2	-6	-0.4	-1.4	-1.3	-0.1	1	1
53: O=C(Nc1ccccc1OC(=O)N1CCOCC1)N1CCOCC1
    -0.2	-2	-1	0.2	0.5	-2.4	-0.3	3	25
54: O=C(C1CCCN(S(=O)(=O)c2cccc3nsnc23)C1)N1CC=C(c2ccccc2)CC1 (configuration not stated)
    1.0	-4	-1	1.3	2.4	-1.5	-1.0	7	2
55: COc1ccc(OCC(=O)Nc2ccc3c(c2)nc(CCN2CCN(C)CC2)n3C)cc1
    0.5	5	0	0.1	0.8	0.6	1.6	-3	1
56: O=C(CCCNC(=O)c1ccc(Cl)cc1)Nc1ccccc1C(F)(F)F
    -0.8	1	3	-1.4	0.6	-1.0	0.0	6	6
57: COc1ccccc1NS(=O)(=O)c1cccc(NC(=S)NCCN2CCOCC2)c1
    0.2	-1	2	-1.0	-0.5	x	0.2	4	1
58: CCC(=O)Nc1cccc(-c2nc3ccc(C)cc3o2)c1
    0.1	32*	x	2.0	-0.6	-1.4	x	4	x
59: CCOC(=O)c1cnn(-c2cc(C)c3ccccc3n2)c1N
    -1.0	8	-1	2.2	-0.2	-1.6	-0.4	0	-3
60: c1ccc(OCc2nnc(-c3ccccc3)o2)cc1
    1.4	-2	-3	-1.1	0.3	x	0.2	-5	0
61: Nc1nc2nc(-c3ccc(F)cc3)cc(C(F)(F)F)n2n1
    -5.0	41*	-3	-1.2	-0.2	-0.9	0.6	-7	2
62: CCOC(=O)CNc1ncnc2nc[nH]c12
    -2.7	-2	-7	-0.8	-0.4	2.6	0.0	2	-5
63: Cc1ccc(-c2noc(-c3ccccc3C(=O)NCc3ccco3)n2)cc1
    -3.3	3	-5	0.1	1.3	x	0.0	-4	-2
64: CCOC(=O)C(=CNc1cc(C)nn1-c1ccc(Cl)cc1)C(=O)OCC
    0.1	-5	-2	2.3	-0.5	-1.8	0.1	14	-6
65: Cc1cc(C)n(CCC(=O)Nc2ccc(-c3ccno3)cc2)n1
    -1.7	3	-4	0.0	-0.1	0.3	0.8	5	-1
66: CCN(CC)CCN1CCN(c2cncc(-c3ccc4ccccc4c3)n2)CC1
    -0.6	9	-13	x	x	0.3	0.6	5	-10
67: Cc1nnc(SCC(=O)c2cc(C)n(-c3c(C)n(C)n(-c4ccccc4)c3=O)c2C)s1
    -1.2	-2	-3	1.7	-1.2	0.5	-0.1	10	-5
68: CCOC(=O)c1c(NC(=O)c2c(C)noc2C)sc2c1CCCCC2
    -3.2	1	0	-2.5	-0.1	-0.5	-0.2	-1	0
